aGal spleen mod: qHTS Assay for Inhibitors and Activators of Human alpha-Galactosidase From Spleen Homogenate; Alpha-galactosidase A (Homo sapiens), P06280; human spleen homogenate, 4MU-alpha-Gal fluorescence, 40 min; Potency, µM (top dose mostly 80 µM), without a hit: top-dose activity change, negative = inhibition, hits mostly inhibitors; actives 0.008% (n = 240,000); AID 2107, 2009;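 note: 0% = enzyme with vehicle and -100% = no enzyme basal signal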
Target sequence (P06280 32-429 limits assumed): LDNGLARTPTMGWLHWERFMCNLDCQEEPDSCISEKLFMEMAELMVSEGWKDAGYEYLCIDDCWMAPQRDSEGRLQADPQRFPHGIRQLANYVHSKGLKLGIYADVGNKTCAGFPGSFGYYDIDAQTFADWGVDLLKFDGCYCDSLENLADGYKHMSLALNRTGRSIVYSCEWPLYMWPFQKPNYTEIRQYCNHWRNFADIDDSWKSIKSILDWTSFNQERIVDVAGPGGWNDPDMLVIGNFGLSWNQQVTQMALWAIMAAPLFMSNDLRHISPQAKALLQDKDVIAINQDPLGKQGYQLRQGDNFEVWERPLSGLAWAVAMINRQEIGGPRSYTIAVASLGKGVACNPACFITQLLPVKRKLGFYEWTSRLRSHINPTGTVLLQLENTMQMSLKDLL
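Fluorogenic readout (Ex 365/Em 440 nm) of 4-methylumbelliferone released from 1 mM 4-MU-alpha-galactoside by spleen homogenate, 40 min at 37C, pH 5.0. Data normalized to no-enzyme and enzyme controls; Hill-equation AC50 from compound titrations.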
Tau fluor cs: Counterscreen qHTS for Inhibitors of Tau Fibril Formation, Fluorescence Polarization. tau K18 P301L Alexa594 fluorescence, heparin fibrillization. Potency, µM (highest dose often 57.7 µM), for the others: at the top dose activity change, negative = decrease. actives 0.93% (n = 280,000). AID 1463, 2008; note: nearly all actives have a fitted effect of over 55% in size
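Human K18 P301L tau (15 uM unlabeled plus 0.24 uM Alexa 594-labeled, final) in 100 mM sodium acetate pH 7 was mixed with compound and 20 uM heparin and incubated 6 hr at 37 C.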
TexasRed fluor: Total Fluorescence Counterscreen for Inhibitors of the Interaction of Thyroid Hormone Receptor and Steroid Receptor Coregulator 2. TRb/SRC2 Texas Red total fluorescence interference. Potency, µM (top dose mostly 106 µM), inactives show at the top dose fluorescence change, negative = quenching. actives 0.29% (n = 280,000). AID 1479, 2009; active = well fitted curve in either direction with a large enough effect; inconclusive = small, poorly fitted or top-dose-only effect
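Flags fluorescent or light-absorbing compounds by total fluorescence, S + 2P, at 555 nm excitation and 632 nm emission. Mixture: 20 nM Texas Red SRC2 peptide, 0.6 uM human TRb LBD, 1 uM T3, 5% DMSO; compound exposure 5 h at ambient temperature.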
Tau fibril ThT: qHTS for Inhibitors of Tau Fibril Formation, Thioflavin T Binding. actives 2.1% (n = 270,000). Microtubule-associated protein tau (Homo sapiens), P10636. recombinant tau K18 P301L, heparin-induced fibrillization, ThT fluorescence. Potency, µM (series often up to 57.4 µM), inactives show at the top dose activity, negative = inhibition, hits mostly inhibitors; note: nearly all actives have a fitted effect of over 55% in size
Target sequence (P10636 561-689 P618L limits assumed): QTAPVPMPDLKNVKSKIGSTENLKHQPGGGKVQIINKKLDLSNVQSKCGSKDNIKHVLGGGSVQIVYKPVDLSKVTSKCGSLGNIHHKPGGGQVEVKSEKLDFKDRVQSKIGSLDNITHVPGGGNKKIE
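Fibril formation assay: tau K18 P301L at 15 uM with trace Alexa 594 label, heparin inducer 20 uM, pH 7 sodium acetate buffer, 37 C for 6 hr; endpoint ThT signal.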
L3MBTL1 block: qHTS Assay for the Inhibitors of L3MBTL1 | Lethal(3)malignant brain tumor-like protein 1 (Homo sapiens), Q9Y468 | AlphaScreen L3MBTL1–H3K9me1 peptide binding | Potency, µM (titrated, usually from 57.1 µM), without a hit: top-dose activity, negative = inhibition, most hits filed as inhibitors | actives 0.66% (n = 230,000) | AID 485360, 2010; note: nearly all actives have a fitted effect of over 60% in size
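AlphaScreen proximity signal between nickel-chelate acceptor and streptavidin donor beads (final 10 ug/mL) reports binding of 50 nM L3MBTL1 to 75 nM biotin-H3 K9me1 peptide; complex incubated with compounds 30 min at room temperature; cefsulodin titration as control.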
ALDH1A1 block: qHTS Assay for Inhibitors of Aldehyde Dehydrogenase 1 (ALDH1A1) | Purified ALDH1A1, NADH fluorescence, propionaldehyde substrate | Aldehyde dehydrogenase 1A1 (Homo sapiens), P00352 | Potency, µM (highest dose often 75.3 µM), without a hit: at the highest dose activity, negative = inhibition, most hits filed as inhibitors | AID 1030, 2008 | actives 7.3% (n = 220,000); active = well fitted inhibition curve with a large enough effect, not every such curve was filed as active; inconclusive = small, poorly fitted or top-dose-only effect, or another doubt; inactive = no such curve, though single readings can be large or run the other way;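 note: plate controls were no enzyme wells and a reference inhibitor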
Tau FP inhib: qHTS for Inhibitors of Tau Fibril Formation, Fluorescence Polarization. AID 1468, 2008. Microtubule-associated protein tau (Homo sapiens), P10636. actives 0.39% (n = 280,000). K18 P301L tau heparin fibrillization, Alexa594 FP, 6 h. Potency, µM (top dose mostly 57.7 µM), for the others: top-dose activity, negative = inhibition, most hits filed as inhibitors; note: nearly all actives have a fitted effect of over 55% in size
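Steps: dispense K18 P301L tau (15 uM plus 0.24 uM Alexa 594 tracer, final) in pH 7 sodium acetate; add compound; add heparin (20 uM final); incubate 6 hr, 37 C; add ThT (30 uM final); after 1 hr ambient, read FP.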
TRb-SRC2 inh: qHTS for Inhibitors of the Interaction of Thyroid Hormone Receptor and Steroid Receptor Coregulator 2. Potency, µM (doses to about 106 µM), inactives show at the highest dose activity change, negative = inhibition, hits mostly inhibitors. AID 1469, 2008. Thyroid hormone receptor beta (Homo sapiens), P10828. TRbeta-SRC2 peptide binding, fluorescence polarization; receptor liganded with 1 µM T3. actives 0.065% (n = 280,000);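 note: plate controls were bound peptide for no effect and peptide without receptor for full effect; nearly all actives have a fitted effect of over 50% in size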
Target sequence (P10828 whole entry, looked up): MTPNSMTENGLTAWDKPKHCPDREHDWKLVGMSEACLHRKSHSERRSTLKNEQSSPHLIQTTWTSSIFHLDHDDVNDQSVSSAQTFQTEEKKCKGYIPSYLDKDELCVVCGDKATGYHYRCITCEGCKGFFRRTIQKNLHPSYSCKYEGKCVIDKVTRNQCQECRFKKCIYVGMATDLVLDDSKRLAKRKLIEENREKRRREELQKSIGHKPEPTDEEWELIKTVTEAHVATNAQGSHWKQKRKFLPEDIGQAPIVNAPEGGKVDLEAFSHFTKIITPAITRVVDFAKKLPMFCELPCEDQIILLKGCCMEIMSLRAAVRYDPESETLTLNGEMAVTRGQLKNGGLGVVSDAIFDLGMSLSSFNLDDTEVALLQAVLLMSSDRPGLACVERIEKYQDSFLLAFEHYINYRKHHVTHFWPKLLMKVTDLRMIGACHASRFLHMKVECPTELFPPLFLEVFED
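Decrease in fluorescence polarization of 20 nM Texas Red SRC2 coactivator peptide flagged inhibition of its binding to 0.6 uM TRb LBD; 1 uM T3 included, incubation 5 hr, ex 555/em 632 nm.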
* = called active by the depositor; ? = inconclusive; . = no result given; [ ] = remark or other dose. Unless noted, calls come from the whole dose curve; as a rule, active = well fitted curve in the direction sought with a large enough effect; inconclusive = small, poorly fitted or top-dose-only effect, or another doubt; inactive = no such curve, though single readings can be large; an effect the other way counts as inactive or inconclusive. Unless noted, % is set by controls: 0 for no effect and ±100 for the full control effect; potency is the fitted concentration of half-maximal effect. No enrichment for hits; 8.5% or so of the library scored in one or more.

SMILES | aGal spleen mod | Tau fluor cs | TexasRed fluor | Tau fibril ThT | L3MBTL1 block | ALDH1A1 block | Tau FP inhib | TRb-SRC2 inh
C[C@H](NC(=O)c1nc[nH]c1C(=O)N1CCc2ccccc2C1)C(=O)OC(C)(C)C | 10% | 2% | -4% | 3% | . | . | -5% | 13%
O=C(c1ccc(N2CCOCC2)cc1[N+](=O)[O-])N1CCOCC1 | 1% | -10% | -4% | -9% | . | 6% | -6% | -12%
CC(C)OCC(O)CS(=O)Cc1ccccc1 (stereo unspecified) | -5% | -2% | -1% | -8% | . | 4% | -5% | -6%
Cc1oc(-c2cc(F)ccc2F)nc1CN1CCN(c2ncnc3ccccc23)CC1 | 6% | -19% | -11% | ? | 35%[activator] | 7.9µM* | -15% | 5%
CC(C)(C)c1ccc(OCC(=O)Nc2ccc3c4c(cccc24)C(=O)NC3=O)cc1 | 9% | 17% | -2% | 15% | 2% | ? | 10% | 3%
Cc1cccc(OCCCc2c(C)n[nH]c2C)c1 | 0% | 1% | 0% | -1% | 14% | 1% | 4% | 9%
c1ccc(-c2cc3c(N4CCN(c5ncccn5)CC4)ncnc3s2)cc1 | -1% | -24% | 1% | ? | . | ? | ? | -1%
CC(=O)OC[C@@H]1O[C@@H](O/N=C2/C[C@@H](O)[C@@H](O)[C@@H]3[C@@H]4C(=O)N(C5CCCCC5)C(=O)[C@H]4CC[C@@H]23)[C@H](OC(C)=O)[C@H](OC(C)=O)[C@@H]1OC(C)=O | 3%[17.5 µM] | -13%[11.6 µM] | -1%[11.2 µM] | -11%[11.5 µM] | . | 15%[13.5 µM] | 4%[11.6 µM] | 1%[11.2 µM]
CCN(CC)S(=O)(=O)c1ccc2c(c1)c(=O)c(C(=O)N1CCN(c3ccccc3)CC1)cn2C | 4% | -10% | -2% | -5% | -14% | -2% | -16% | -7%
COc1ccccc1C(=O)OCc1cc(=O)n2nc(C3CC3)sc2n1 | . | 0% | 0% | -13% | . | . | 5% | -4%
Cc1cc2cc3c(cc2nc1SCC(=O)Nc1ccccc1)CCC3 | 9% | 6% | 2% | 8% | 7% | 6% | -3% | -1%
COc1cccc(-c2nc(Cn3c(=O)cc(C)c4c(C)nn(-c5ccccc5)c43)c(C)o2)c1OC | . | 0% | 1% | 0% | . | . | 7% | 5%
CCC(CC)NC(=O)Nc1cccc(C)c1C | -1% | 8% | -2% | 5% | -4%[2.29 µM] | -2% | 2% | -4%
COC(=O)Cn1c(=O)c2cccn2c2cccnc21 | . | -9% | -5% | -6% | . | . | -3% | 5%
Cc1ccc(-c2nn(C)c(=O)c3ccccc23)cc1S(=O)(=O)NCCN1CCOCC1 | 6% | 7% | 1% | -3% | -7% | -4% | 3% | 4%
CCc1ccc(NC(=S)Nc2cccc3cnccc23)cc1 | -2% | ? | -4% | ? | ? | 11µM* | ? | 7%
C#Cc1ccc([C@H]2C=C(C(=O)N3CCN(Cc4ccccc4)CC3)O[C@@H](OCC)[C@@H]2CCCO)cc1 | -3% | 3% | 0% | -17% | 3% | ? | -1% | -3%
CCOC(=O)CC1COCCN1Cc1cn[nH]c1-c1cc(OC)c(OC)c(OC)c1 (stereo unspecified) | 1% | -1% | -3% | -4% | 3% | . | 0% | 2%
CN(C)CCCN=Cc1c(O)n(Cc2ccc3c(c2)OCO3)c(=O)c2ccccc12 | 3% | -7% | 0% | -1% | -8% | 12% | 3% | 3%
Brc1ccc(-c2ncc(-c3ccccc3)cn2)cc1 | 5% | -5% | 2% | -5% | . | 1% | 4% | -10%
CCOC(=O)N1CCC(N(C(=O)Nc2ccc(Cl)c(Cl)c2)C(C)CC)CC1 (stereo unspecified) | 10% | -18% | 2% | -6% | 0% | ? | -3% | 1%
O=C(Nc1cccc2ncccc12)c1ccc(-c2ccc(Cl)cc2Cl)o1 | -25% | -26% | -1% | -13% | -8% | 13% | -11% | 3%
CC(C)c1ccc(NC(=O)CSC2=Nc3ccccc3C3=NC(CCC(=O)NCc4ccc(F)cc4)C(=O)N23)cc1 (stereo unspecified) | . | -20% | 1% | -13% | . | . | 1% | -1%
COc1ccc(NC(=O)COC(=O)c2ccc(S(=O)(=O)N(C)c3ccccc3OC)cc2)cc1OC | 0% | ? | 6% | -10% | -9% | 2% | 12% | 1%
COC(=O)c1ccc(NC(=O)C(=O)N2CCN(C(=S)Nc3ccc(OC)cc3)CC2)cc1 | 2% | -12% | 2% | -17% | 3% | 10% | 8% | 9%
CCC(CC)C(=O)c1c[nH]c(C(=O)NCCCn2ccnc2)c1 | 11% | -9% | -1% | -11% | -2% | -1% | 1% | 3%
Cc1ccc(C(=O)COc2ccccc2-c2ccccc2)cc1C | -2% | -9% | 4% | -10% | 79%[activator] | -3% | -9% | -12%
COc1ccc(Cl)cc1NS(=O)(=O)c1c(C)[nH]c(=O)[nH]c1=O | . | ? | 3% | 28µM* | . | . | ? | -4%
O=C(c1cnc2n(c1=O)CCS2)N(c1ccccc1)C1CCCCC1 | 7% | 7% | -5% | 12% | 53%[activator] | 3% | -9% | -4%
CCOc1ccccc1C(=O)Nc1ccc2c(c1)N(C)C(=O)c1ccccc1S2 | . | -2% | -9% | 7% | . | . | -7% | 1%
CCCOc1ccc(OCCOCCN2CCc3ccccc3C2)cc1 | 10% | -15% | -3% | ? | . | 2% | -1% | 3%
Cc1cc2nc(C3CCN(Cc4nnnn4Cc4ccccc4)CC3)[nH]c2cc1C | 0% | -6% | -1% | -3% | 0% | ? | 2% | -13%
CC(=O)Nc1ccc(S(=O)(=O)Nc2ccc(Cl)nn2)cc1 | -22% | -1% | 0% | 0% | 5% | 12% | 0% | 3%
CC(C)CC(=O)Nc1ccccc1OCc1cc(=O)n2ccccc2n1 | . | 10% | -2% | 6% | . | . | 3% | 0%
COC(=O)c1c(C(=O)NCc2ccccc2)ncn1CC(O)COc1ccccc1 (stereo unspecified) | 6% | -5% | -5% | -4% | -5% | 7.9µM* | -1% | -2%
CN(C(=O)CSc1ncnc2scc(-c3ccccc3)c12)C1CCS(=O)(=O)C1 (stereo unspecified) | -2% | 5% | -3% | 5% | -1% | ? | -3% | 7%
CCCCC1CCC(C(=O)NCc2ccc3c(c2)OCO3)CC1 (stereo unspecified) | -11% | -6% | -4% | -11% | . | 5% | 2% | -8%
COc1ccc(C(c2nnnn2C2CCCC2)N2CCC(C)CC2)c(OC)c1 (stereo unspecified) | 2% | -4% | 1% | -13% | 8% | -11% | 2% | -3%
CCn1c(SCC(=O)Nc2ccc(C)cc2)nc2nc3c(cc2c1=O)COC(C)(C)C3 | 7% | -12% | 2% | ? | 13% | ? | 9% | -7%
CCc1ccccc1NC(=O)Nc1c[nH]c(=O)[nH]c1=O | . | -9% | -1% | -2% | . | . | -5% | -3%
Cc1cccc(NC(=O)C2CCN(c3cnccn3)CC2)c1 | . | -7% | 0% | -3% | . | . | -7% | -5%
COc1ccccc1N1CCN(S(=O)(=O)c2cccs2)CC1 | 11% | -20% | -4% | -10% | . | -6% | 2% | -20%
Cc1nnc(SCc2ccccc2Cl)c2cc3occc3n12 | . | ? | -2% | ? | . | . | -16% | -2%
CC(=O)NCc1ccc(S(=O)(=O)NC2CCN(Cc3ccccc3)CC2)cc1 | 6% | 6% | -3% | 5% | . | . | -3% | 2%
Cc1cc(OCC(=O)Nc2ccncc2)cc(C)c1Br | 8% | ? | -2% | -16% | . | -7% | -9% | -9%
CC(C)(C)c1ccc(N2C(=O)Cc3c2nc(N)c(C#N)c3N)cc1 | 2% | -21% | 4% | -12% | . | -13% | -7% | 1%
COc1ccc(S(=O)(=O)NCCc2csc(C)n2)cc1C | 2% | 1% | -2% | -1% | -3% | 2% | -2% | 2%
C=CCC(CC=C)(NC(=O)c1ccccc1C(=O)O)c1ccccc1 | 20% | 7% | -4% | 0% | -10% | 3% | 5% | -1%
N#Cc1cccn1-c1nccc(-c2cccs2)n1 | 3% | -23% | -1% | ? | 45%[activator] | ? | -5% | 2%
COc1cc(NC(=O)Cn2c(=O)nc(-c3ccccc3F)c3cc(Cl)ccc32)cc(OC)c1 | . | ? | -1% | -17% | . | . | ? | 4%
Cc1ccc(-c2c(C(=O)Nc3ccc(F)c(F)c3)oc(=O)c3ccccc23)cc1 | . | -27% | -30% | -3% | . | . | -20% | 6%
CCOC(=O)c1cc2sccc2n1CC(=O)Nc1ccc(OC)c(OC)c1 | -1% | -28% | 2% | -19% | . | ? | -2% | 9%
O=C(CSc1ccccc1C(=O)O)NCC1CCCCC1 | -6% | 7% | -1% | 7% | 2% | ? | 3% | -7%
Cc1nc2ccc(NC(=O)c3cccs3)cc2c(=O)n1Cc1ccc(Cl)cc1 | 2% | ? | -3% | 16% | -3% | ? | ? | 6%

Four entries out of the list, ordered by formula weight, falling:
SMILES | aGal spleen mod | Tau fluor cs | TexasRed fluor | Tau fibril ThT | L3MBTL1 block | ALDH1A1 block | Tau FP inhib | TRb-SRC2 inh
CCOC(=O)c1cc2sccc2n1CC(=O)Nc1ccc(OC)c(OC)c1 | -1% | -28% | 2% | -19% | . | ? | -2% | 9%
C=CCC(CC=C)(NC(=O)c1ccccc1C(=O)O)c1ccccc1 | 20% | 7% | -4% | 0% | -10% | 3% | 5% | -1%
COc1ccc(S(=O)(=O)NCCc2csc(C)n2)cc1C | 2% | 1% | -2% | -1% | -3% | 2% | -2% | 2%
N#Cc1cccn1-c1nccc(-c2cccs2)n1 | 3% | -23% | -1% | ? | 45%[activator] | ? | -5% | 2%
